Bioassay records (PubChem)
All columns: NCI-60 one-dose screen, growth in % after 48 h at 10 µM unless noted; 100 = growth as untreated, 0 = no growth, -100 = all killed.
LOX IMVI – LOX IMVI melanoma; hit rate 7.4% among 79,000
MDA-MB-231 – MDA-MB-231 breast cancer; hit rate 5% among 81,000
BT-549 – BT-549 breast cancer; hit rate 4.4% among 78,000
MDA-MB-468 – MDA-MB-468 breast cancer; AID 2202374; hit rate 8.5% among 78,000
HS 578T – HS 578T breast cancer. hit rate 4.1% among 78,000. AID 1794788
MCF7 – MCF7 breast cancer | hit rate 6.3% among 82,000
T-47D – T-47D breast cancer. hit rate 5% among 79,000. AID 1794792
SK-MEL-28 – SK-MEL-28 melanoma. hit rate 4.1% among 81,000
* hit, by the source's call; x = no result given; & = joins results of further samples. Rule for the calls: active = growth percent below 10; inactive = the rest.

SMILES | LOX IMVI | MDA-MB-231 | BT-549 | MDA-MB-468 | HS 578T | MCF7 | T-47D | SK-MEL-28
O=c1c2ccccc2nc(CN2CCCC2)n1/N=C/c1ccc([N+](=O)[O-])cc1 | 97 | 101 | 83 | 99 | 98 | 98 | 97 | 95
N#CC1C=Cc2c(ccc3ccccc23)N1C(=O)c1ccccc1 (stereo not drawn) | 28 | 24 | 34 | -10* | -8.9* | 22 | 57 | 49
COc1cc(C(=O)NC(=S)NCc2ccncc2)cc(OC)c1OC | 98 | 114 | 102 | 94 | 106 | 98 | 83 | 102
CN1CCCC(n2nc(Cc3ccc(Cl)cc3)c3ccccc3c2=O)CC1 (stereo not drawn) | 77 | 71 | 76 | 66 | 66 | 80 | 84 | 76
O=C(/C=C\c1ccc(Cl)c(Cl)c1)c1ccccc1 | 91&11 | 100&108 | 103&103 | 80 | 111 | 28&19 | 87&77 | 108&102
C#CC#CC#CC#CC#CC#CC#CC#CC[C@@H]1OC[C@@H](COC(=O)O[C@@H](C(=O)O[C@H]2C[C@@]3(O)[C@@H](OC(=O)c4ccccc4)[C@@H]4[C@]5(OC(C)=O)CO[C@@H]5C[C@H](O)[C@@]4(C)C(=O)[C@H](OC(C)=O)C(=C2C)C3(C)C)[C@@H](NC(=O)c2ccccc2)c2ccccc2)O1 | 22 | 5.6* | 17 | -4.7* | 94 | 14 | 91 | 55
CC(C)c1ccc(NC(=O)Nc2cccc3ccccc23)cc1 | 96 | 121 | 102 | 95 | 109 | 92 | 93 | 106
O=C1CSC(c2ccccc2[N+](=O)[O-])N1c1nnc(Cn2cnnc2)o1 (stereo not drawn) | 94 | 103 | 114 | 106 | 99 | 93 | 105 | 118
Cc1c(C(N)=O)sc2c1c(=O)n(Cc1ccccc1)c1nnc(-c3ccccc3)n21 | 92 | 99 | 84 | 107 | x | 92 | 92 | 115
CCC(=O)c1c(C)[nH]c(C)c1C | x | 96 | 94 | 54 | 138 | 61 | 104 | 134
COc1ccc(C2c3ccc4ccccc4c3Oc3nc(N)c(C#N)c(N)c32)cc1OC (stereo not drawn) | 102 | 85 | 98 | x | 98 | 120 | 107 | 130
COc1ccc(/C=C2\COc3ccc(O)cc3C2=O)c(OC)c1OC | 44 | 83 | 72 | 49 | 78 | 24 | 65 | 99
O=C(OCc1ccccc1)c1ccc(O)cc1 | x | 100 | 106 | 82 | x | 105 | 88 | 111
C/C=C(/C)C(=O)O[C@H]1CC[N+]2([O-])CC=C(COC(=O)[C@@](O)([C@H](C)OC)C(C)(C)O)[C@H]12 (stereo partly drawn) | 96 | 105 | 98 | 102 | 103 | 95 | 92 | 107
COc1cc(C)cc(-c2nn(CC(N)=O)cc2-c2ccnc(Oc3cc(OC)c(OC)c(OC)c3)n2)c1 | 98 | 104 | 100 | 74 | 100 | 94 | 101 | 113
O=c1[nH]c(CN/N=C/c2ccc([N+](=O)[O-])cc2)nc2ccccc12 | 70 | 100 | 98 | 107 | 100 | 80 | 92 | 106
O=C(Nn1c(NCC(=O)N2c3ccccc3Sc3ccccc32)nnc1-c1ccc(O)cc1)c1ccc(Cl)cc1 | 92 | 85 | 85 | 101 | 89 | 100 | 96 | 102
C=CCc1cc(-c2ccc(O)c(CC=C)c2)ccc1O | 92 | 86 | 68 | 94 | 96 | 102 | 76 | 113
O=c1c2ccccc2nc(CN2CCCC2)n1/N=C/c1ccccc1 | 97 | 103 | 103 | 112 | 108 | 97 | 98 | 103
O/N=C1\c2ccccc2-c2ccc(O)cc21 | 101 | 100 | 117 | 101 | 105 | 103 | 101 | 108
c1c[nH]cn1 | 99 | 117 | 105 | 99 | 115 | 93 | 98 | 111
COc1cc(-n2nc(C(=O)NCc3ccc(C(=O)O)cc3)nc2-c2ccccc2)cc(OC)c1OC | 96 | 104 | 103 | 103 | 96 | 93 | 97 | 104
Cn1c(=O)[nH]c2[nH]c(=S)[nH]c2c1=O | 96 | 96 | 94 | 89 | 86 | 103 | 94 | 102
COc1ccc(S(=O)(=O)N2CCN(c3oc(-c4ccccc4)nc3C#N)CC2)cc1 | 102 | 102 | 89 | 62 | 84 | 75 | 60 | 89
O=C1Nc2ccccc2/C1=N/n1c(N/N=C/c2cccc3c2oc2ccccc23)n[nH]c1=S | 102 | 82 | 104 | 114 | 82 | 88 | 104 | 105

Part of the list above in a different format.
Below each SMILES – LOX IMVI	MDA-MB-231	BT-549	MDA-MB-468	HS 578T	MCF7	T-47D	SK-MEL-28
O=c1c2ccccc2nc(CN2CCCC2)n1/N=C/c1ccc([N+](=O)[O-])cc1
    97	101	83	99	98	98	97	95
N#CC1C=Cc2c(ccc3ccccc23)N1C(=O)c1ccccc1 (stereo not drawn)
    28	24	34	-10*	-8.9*	22	57	49
COc1cc(C(=O)NC(=S)NCc2ccncc2)cc(OC)c1OC
    98	114	102	94	106	98	83	102
CN1CCCC(n2nc(Cc3ccc(Cl)cc3)c3ccccc3c2=O)CC1 (stereo not drawn)
    77	71	76	66	66	80	84	76
O=C(/C=C\c1ccc(Cl)c(Cl)c1)c1ccccc1
    91&11	100&108	103&103	80	111	28&19	87&77	108&102
C#CC#CC#CC#CC#CC#CC#CC#CC[C@@H]1OC[C@@H](COC(=O)O[C@@H](C(=O)O[C@H]2C[C@@]3(O)[C@@H](OC(=O)c4ccccc4)[C@@H]4[C@]5(OC(C)=O)CO[C@@H]5C[C@H](O)[C@@]4(C)C(=O)[C@H](OC(C)=O)C(=C2C)C3(C)C)[C@@H](NC(=O)c2ccccc2)c2ccccc2)O1
    22	5.6*	17	-4.7*	94	14	91	55
CC(C)c1ccc(NC(=O)Nc2cccc3ccccc23)cc1
    96	121	102	95	109	92	93	106
O=C1CSC(c2ccccc2[N+](=O)[O-])N1c1nnc(Cn2cnnc2)o1 (stereo not drawn)
    94	103	114	106	99	93	105	118
Cc1c(C(N)=O)sc2c1c(=O)n(Cc1ccccc1)c1nnc(-c3ccccc3)n21
    92	99	84	107	x	92	92	115
CCC(=O)c1c(C)[nH]c(C)c1C
    x	96	94	54	138	61	104	134

Continued:
SMILES | LOX IMVI | MDA-MB-231 | BT-549 | MDA-MB-468 | HS 578T | MCF7 | T-47D | SK-MEL-28
COc1ccc(-c2csc(NC(=O)CSc3nc(C)c(-c4ccccc4)n3Nc3ccccc3)n2)cc1 | 37 | 66 | 64 | 91 | 20 | 42 | 25 | 90
COc1cc(NS(=O)(=O)c2ccc(N)cc2)ncn1 | 94 | 95 | 107 | 105 | 105 | 95 | 103 | 121
O=C(NCc1cccc(C(F)(F)F)c1Cl)C1CCC(=O)N1c1cccs1 (stereo not drawn) | 97 | 89 | 98 | 100 | 91 | 85 | 85 | x
CC1=C(C)C(=O)C(Nc2ccc3c(c2)OCCO3)=C(Br)C1=O | 20 | 88 | 101 | 28 | 97 | 78 | 81 | 107
CCOC(=O)c1cc(I)c(N)c(I)c1 | 102 | 109 | x | 100 | 106 | 77 | 109 | x
CC1CCN(C(=O)c2ccccc2)CC1 | 99 | 118 | x | 104 | 137 | 95 | 114 | 110
O=C(Nc1ccc(OCc2ccc(F)cc2)cc1)Nc1ccc(Cl)c(C(F)(F)F)c1 | -47* | 6.3* | -16* | -8.3* | 24 | 3.2* | 6.1* | 31
Cc1[nH]nc2c1C(c1cc3cc(Br)ccc3nc1Cl)C(C#N)=C(N)O2 (stereo not drawn) | 96 | 88 | 95 | 82 | 103 | 81 | 84 | 103
Cc1nc2c3c(ncn2n1)Oc1c(c(=O)[nH]c2ccc(Br)cc12)C3c1ccc(Cl)cc1 (stereo not drawn) | 95 | 96 | 89 | 103 | 109 | 104 | 95 | 109
O=C(CCNC(=O)c1ccc2c(c1)/C(=C/c1ccc[nH]1)C(=O)N2)NO | 86 | 109 | 111 | 35 | 108 | 39 | 61 | 100
CC(C)(C)C(=O)Nc1ccc(C(=O)Nc2cccc(-c3nc4ccccc4[nH]3)c2)cc1 | 77 | 73 | 90 | 95 | 93 | 91 | 88 | 103
COc1ccc(CCl)c(C)c1OC | 94 | 98 | 105 | 109 | 105 | 103 | 102 | 109
C=CCn1cc(-c2nc3ccccc3s2)c2cc(-c3ccc4c5c(cccc35)C(=O)N(N)C4=O)ccc21 | 96 | 83 | 94 | 95 | 103 | 75 | 78 | 109
Brc1ccc2[nH]cc(-c3cncn3CCc3ccccc3)c2c1 | 64 | 65 | 41 | 17 | 13 | 49 | 23 | 70
Cc1cccc(NC(=O)Nc2ccc(Oc3ncnc4[nH]c(C)c(C)c34)cc2)c1 | 80 | 68 | 96 | 131 | 79 | 39 | 101 | 96
CC(=O)c1ccc(Nc2nccc(-c3ccc4ccccc4c3)n2)cc1 | 99 | 102 | 101 | 77 | 86 | 76 | 88 | 107
O=C1NN(C(=O)c2ccc([N+](=O)[O-])cc2)C(c2ccccc2)=N/C1=C/c1ccoc1 | x | 107 | 96 | 107 | 93 | 92 | x | 97
CCCCCCCCCCSC(=N)N (tested in a mixture with another compound) | 49 | 7.1* | 75 | -9.4* | 82 | 37 | 28 | 72
CN(CCC(=O)c1ccccc1)CCC(=O)c1ccccc1 | 76 | 97 | 80 | 73 | 100 | 70 | 113 | 103
COc1ccc(C(=O)/C(C)=N/O)cc1 | 99 | x | 102 | 87 | 93 | 96 | x | 102
NC(C(=O)O)C(=O)O | 90 | 102 | 111 | 117 | 114 | 105 | 105 | 120
O=C(CCl)Nc1nnc(SCC(=O)Nc2ccccc2C(F)(F)F)s1 | 93 | 76 | 90 | x | 79 | 68 | 71 | 103
CCOC(=O)c1cnn(CC(C)O)c1NC(=O)NCc1ccc(C(F)(F)F)cc1 (stereo not drawn) | 96 | 103 | 91 | 115 | 107 | 92 | 93 | 107
O=C(N/N=C/c1coc2ccc(Cl)cc2c1=O)c1cc2oc(-c3ccccc3)cc2[nH]1 | 102 | 104 | 73 | x | 105 | 95 | 94 | 103
CC1=C2[C@@H](CC1)[C@]1(C)O[C@@](C(C)C)(C[C@H]1OC(=O)[C@H](C)O)[C@H]2OC(=O)/C=C/c1ccccc1 | 85 | 83 | 16 | 87 | -2.5* | 82 | 58 | 108
Remaining list, next part:
SMILES | LOX IMVI | MDA-MB-231 | BT-549 | MDA-MB-468 | HS 578T | MCF7 | T-47D | SK-MEL-28
O=C(NNC(=S)Nc1cccc(C(F)(F)F)c1)c1ccncc1 | 101 | 112 | 123 | 106 | 108 | 100 | 97 | 106
CCOC(=O)c1c(NC(=O)C2CC2)nn(C)c1Nc1ccccc1 | 102 | 100 | 118 | 102 | 97 | 92 | 93 | 107
Cc1ccc(OC(=O)c2ccccc2)cc1C | 114&96 | 107&116 | 104&113 | 113&104 | 119 | 106&106 | 91&95 | 116&123
O=C(OC1COC(c2ccccc2)OC1C1OC(c2ccccc2)OCC1OC(=O)c1ccccc1)c1ccccc1 (stereo not drawn) | 105 | x | 120 | 88 | 99 | 96 | x | 100
CCC(=O)Oc1ccc(/C(=C(/C)Cc2cccc(OC)c2)c2ccc(OCCN3CCOCC3)cc2)cc1 | 96 | 110 | 95 | 93 | 94 | 72 | 72 | x
Cc1nn(-c2ccc(F)cc2)c2ncnc(Oc3ccc(NC(=O)Nc4ccc(Cl)c(C(F)(F)F)c4)cc3)c12 | 99 | 103 | 111 | 98 | 91 | 96 | 95 | 102
Cc1cc(C)c(C(=O)O)c(C)c1 | 95&101 | 111 | 105 | 96&103 | 100&106 | 99&96 | 92 | 116&104
O=C(Nc1ccccc1O)c1ccc(-c2ccc(Cl)cc2Cl)o1 | x | 80 | 92 | 81 | 94 | 87 | 77 | 99
COc1cc2nc(Cc3ccc(C#N)cc3)[nH]c(=O)c2cc1OC | 92 | 108 | 102 | x | 101 | 99 | 98 | 97
CO[C@@H](C=O)O[C@@H](C=O)CO | 91 | 82 | 111 | 92 | 97 | 93 | 80 | 112
Cc1ccc(Nc2cc(N)nc(N)n2)cc1C | 97 | 97 | x | 41 | 107 | 84 | 130 | 108
O=C(COC(=O)C1=NN(c2ccccc2)C(=O)CC1)Nc1ccc2c(c1)OCCO2 | 101 | 99 | 97 | x | 113 | 100 | 92 | 105
Nc1c(-c2nc3ccccc3[nH]2)nnn1-c1cccc(F)c1 | 99 | 25 | 105 | 60 | 119 | 40 | 62 | 115
CC1(C)CC[C@]2(C(=O)O)CC[C@]3(C)[C@H](C(=O)C[C@@H]4[C@@]5(C)C/C(=C/c6cccnc6)C(=O)C(C)(C)[C@@H]5CC[C@]43C)[C@@H]2C1 | 103 | 107 | 96 | 101 | 93 | 90 | x | 111
O=C1NC(=O)/C(=C\c2cccc(Br)c2)N1 | 90 | 97 | 101 | 97 | 82 | 93 | 101 | 116
CCN(CC)C(=O)c1ccccc1C(=O)N(CC)CC | 96 | 102 | 93 | 104 | 121 | 97 | 93 | 97
O=C(/C=C/Nc1cc(-c2ccccc2)nn1-c1ccccc1)c1ccc(Br)cc1 | 93 | 94 | 96 | 68 | 100 | 90 | 78 | 96
O=c1nc(N2CCOCC2)oc2c(-c3cccs3)cccc12 | 86 | 106 | 86 | 80 | 92 | 78 | 82 | 98
CCCCc1cn(CC(=O)N2c3ccccc3Sc3ccc(C(F)(F)F)cc32)nn1 | 107 | 95 | 102 | 86 | 92 | 89 | 78 | 107
COc1ccc(NC(=O)c2cc3ccccc3nc2Nc2cc(OC)c(OC)c(OC)c2)cc1 | 53 | 54 | 53 | 75 | 79 | 39 | 27 | 73
COc1cc(O)c(C(C)=O)c(OC)c1O | 96 | 109 | 88 | 104 | 104 | 93 | 102 | 106
COc1ccc(S(=O)(=O)NCCNc2nccc(-c3c(-c4ccc(O)cc4)nc4sccn34)n2)cc1 | 103 | 107 | 104 | 96 | 124 | 88 | 92 | 111
NNc1ccc(S(=O)(=O)c2ccc(NN)cc2)cc1 | 93 | 62 | 106 | 100 | 99 | 99 | 96 | 107
CN(C=O)c1cc([N+](=O)[O-])ccc1OCc1ccccc1 | 91 | 101 | 118 | 110 | x | 108 | 93 | 121
O=C(c1c2c(nn1-c1ccc(F)cc1)CCC(NCc1ccc(F)cc1)C2)N1CCCCC1 (stereo not drawn) | 100 | 112 | 84 | 110 | 98 | 101 | 91 | 110
